# Source: PubChem
# MKP-3 inhibition: inhibition of rat DUSP6 enzyme activity – biochemical, in vitro, primary screen (AID 425) | one-dose inhibition, % at 20 µM; IC50 in µM for titrated hits | actives 0.17% (n = 110,000) | recombinant MKP-3 phosphatase activity, fluorescence; higher % means a stronger effect; in the data active = inhibition above about 50%;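 note: plate controls were vehicle for no effect and reference inhibitor for full effect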
# Hsp70 displacement: Hsp70 inhibitors, probe displacement, primary screen, biochemical, fluorescence polarization (AID 583) | actives 0.06% (n = 140,000) | one-dose displacement, % at 20 µM; IC50 in µM for titrated hits | Hsp70 fluorescence polarization probe displacement, mP; higher % means a stronger effect; in the data active = displacement above about 50%;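 note: plate controls were vehicle for no effect and reference ligand for full effect; a part of the inactive calls stands beside numbers as strong as those of hits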
# Starred values were filed as active, the others as inactive; · = not tested or not shown; & = joins results of further samples.
MKP-3 inhibition | Hsp70 displacement | SMILES
0% | -6.3% | COc1ccc(OC)c(N(CC(=O)Nc2ccc(C(C)C)cc2)S(C)(=O)=O)c1
-4% | -4.1% | O=C(CC1(O)C(=O)N(CCc2ccccc2)c2ccccc21)c1ccco1 (stereo not drawn)
4% | 2.9% | COC(=O)c1c(-n2cnnn2)sc(C)c1C
4% | 2.1% | CC1(C)CC(=O)C2=C(C1)OC(N)=C(C#N)C21CCCCC1
2% | -0.6% | Cc1cccc2cc(CN(CC3CCCO3)C(=O)c3cnccn3)c(=O)[nH]c12 (stereo not drawn)
-10% | -0.5% | CCOCCN(C(=O)COC)c1cccc(OC)c1
-15% | 2.2% | OC(CNCc1ccco1)COc1ccccc1 (stereo not drawn)
2% | 2.4% | O=C1NN(c2ccccc2)C(=O)C2C3c4ccccc4C(c4ccccc43)C12 (stereo not drawn)
· | 2.7% | CC(C)(C)C(=O)Nc1ccc(C(=O)OC2CCCCC2)cc1
0% | 3.4% | O=C(C(Sc1ccccc1)c1ccccc1)N1CCOCC1 (stereo not drawn)
5% | -4.6% | C/C(=N\NC(=O)CCc1c(C)n[nH]c1C)c1ccc(N)cc1
3% | 2.2% | COc1ccc2oc(=O)c(C(N)=O)cc2c1
2% | -7.7% | CCOc1cc(/C=C2\SC(N3CCCCCC3)=NC2=O)ccc1O
· | 2.1% | CC1(C)CC(=O)c2cnc(N)nc2C1
· | -1.5% | Cc1cccc(OCCCC(=O)Nc2ccc(S(=O)(=O)N3CCCC3)cc2)c1

# Copied from the list.
# Hsp70 displacement with CC1(C)CC(=O)c2cnc(N)nc2C1 → 2.1%
# MKP-3 inhibition with COc1ccc2oc(=O)c(C(N)=O)cc2c1 → 3%
# Hsp70 displacement with Cc1cccc2cc(CN(CC3CCCO3)C(=O)c3cnccn3)c(=O)[nH]c12 (stereo not drawn) → -0.6%
# Hsp70 displacement with OC(CNCc1ccco1)COc1ccccc1 (stereo not drawn) → 2.2%
# Hsp70 displacement with O=C(C(Sc1ccccc1)c1ccccc1)N1CCOCC1 (stereo not drawn) → 3.4%
# Hsp70 displacement with CCOCCN(C(=O)COC)c1cccc(OC)c1 → -0.5%

# New compounds follow.
MKP-3 inhibition | Hsp70 displacement | SMILES
0% | 0.9% | FC(F)(F)c1cccc(N2CCN(Cc3cccnc3)CC2)c1
-7% | -2.6% | COc1ccc(C(CC(=O)O)NC(=O)C2CCCCC2)cc1 (stereo not drawn)
4% | 0.2% | CCC(CC)C(=O)Nc1ccccc1[N+](=O)[O-]
2% | 7.1% | CCOc1ccccc1C1C(C#N)=C(SCC(=O)OC)NC(=O)C1C(=O)OC (stereo not drawn)
3% | 4.4% | O=C(Nc1cccc(-c2nnc(-c3ccccc3)o2)c1)c1cccs1
-7% | -1.5% | COC(=O)NC1CCS(=O)(=O)C1 (stereo not drawn)
5% | -4.2% | COc1ccccc1/C=C/C(=O)c1ccc(F)cc1
2% | -0.7% | CC1(C)Cc2ccccc2/C(=C/SC(=N)N)N1
-9% | · | CC1(C)CC(=O)C2=C(C1)N(c1ccccc1C#N)C(N)=C(C#N)C2c1cccs1 (stereo not drawn)
1% | · | CCOC(=O)N1CCC(N2CCN(c3cc(C)ccc3C)CC2)CC1
-5% | -0.4% | Cn1c(=O)c2cc(S(=O)(=O)N3CCOCC3)ccc2n(C)c1=O
5% | 2.1% | N#CCOc1nc(N2CCOCC2)nc(N2CCOCC2)n1
2% | -5.1% | Oc1ccc(-c2[nH]ncc2-c2ccc(Cl)cc2)c(O)c1
2% | 2.1% | COc1cccc(C2NC(=O)N(C)C(C)=C2C(=O)OC(C)C)c1OC (stereo not drawn)
5% | -8.2% | Cc1ccc(C(=O)Nc2ccc3oc(-c4cccc(Br)c4)nc3c2)cc1[N+](=O)[O-]

MKP-3 inhibition | Hsp70 displacement | SMILES
-4% | -0.6% | CC1(C)CNC(=O)c2sc(N3CCCCC3)nc2C1
· | 1.2% | Cc1cc(Cl)ccc1NC(=O)Nc1c(C)n(-c2ccccc2)c(=O)n1C
1% | -1.1% | COc1ccc(S(=O)(=O)N2CCSC2c2ccc(OC)c(OC)c2)cc1 (stereo not drawn)
-11% | 0.7% | O=C(COc1ccc(-c2nnco2)cc1)N1CCN(S(=O)(=O)c2ccccc2)CC1
-5% | -3.5% | CCCCCOc1ccc(C(=O)NC(CCC)C(=O)O)cc1 (stereo not drawn)
-5% | 1.0% | CCC(=O)Nc1ccc(NC(=O)Cc2ccccc2)cn1
-3% | 2.8% | Cc1cc(Nc2cccc(F)c2)nc(-c2ccccc2O)n1
6% | -5.6% | O=c1nc(/C=C/c2ccc(-c3ccc([N+](=O)[O-])cc3Cl)o2)cc(C(F)(F)F)[nH]1
8% | 6.1% | O=c1c2cccnc2[nH]c(=S)n1CCCN1CCN(c2ccccc2F)CC1
2% | 0.4% | COc1ccc(N=c2ssc3c2-c2ccc(OC)cc2NC3(C)C)cc1
-3%&5% | -2.0%&-0.9% | O=C(COc1ccc(Cl)cc1)NCCCn1ccnc1
-3% | 6.1% | c1ccc2c(CNn3cnnc3)cccc2c1
-7% | -1.0% | Cc1[nH]nc2ncc(C(=O)c3ccccc3O)cc12
-1% | 0.9% | COc1ccc(CCN=CC2=C(O)c3ccccc3C2=O)cc1
· | -4.0% | Cc1ccc(NC(=S)NNC(=S)NCc2ccccc2)cc1

# Full records, quoted from the list:
# Listed for `CCCCCOc1ccc(C(=O)NC(CCC)C(=O)O)cc1` (stereo not drawn) = MKP-3 inhibition = -5%; Hsp70 displacement = -3.5%
# Listed for `COc1ccc(N=c2ssc3c2-c2ccc(OC)cc2NC3(C)C)cc1` = MKP-3 inhibition = 2%; Hsp70 displacement = 0.4%
# Listed for `OC(CNCc1ccco1)COc1ccccc1` (stereo not drawn) = MKP-3 inhibition = -15%; Hsp70 displacement = 2.2%

# Carrying on.
MKP-3 inhibition | Hsp70 displacement | SMILES
0% | 2.4% | COC(=O)c1c(NC(=O)C2C(C=C(Cl)Cl)C2(C)C)sc2c1CCCC2 (stereo not drawn)
-10% | 5.5% | O=C1c2ccccc2C(=O)N1c1ccc(-c2nc3ccccc3o2)cc1
4% | · | CCN1CCN(C(=O)Nc2cccc3ccccc23)CC1
2% | -6.6% | CCSc1nnc(NC(=O)c2cccc(Br)c2)s1
-2% | -6.2% | CCOC(=O)NC(CC(=O)O)c1ccc(OC)cc1 (stereo not drawn)
6% | · | CCOC(=O)C(C)n1ncn2cccc2c1=O (stereo not drawn)
2% | 2.5% | Cc1[nH]nc2c1C(c1ccc(Cl)cc1)C(C#N)=C(N)O2 (stereo not drawn)
4% | -1.6% | Cc1ccccc1OCC(=O)Nc1c[nH]c(=O)[nH]c1=O
-8% | -1.1% | COCCSc1nc2c(c(=O)[nH]c(=O)n2C)n1Cc1cccc(C)c1
4% | 1.1% | COc1cccc(/C=C2\SC(=S)N(NC(=O)c3ccccc3Br)C2=O)c1
2% | 70% | COC(=O)c1ccc(-c2ccc(CO)o2)cc1
2% | -3.7% | c1ccc(C2=NN3COc4ccccc4C3C2)cc1 (stereo not drawn)
-10% | -1.7% | CC(C)Cc1nc(C(N)=O)c2[nH]c(=O)n(-c3ccc(F)cc3)c2n1
2% | -4.3% | CCOc1ccccc1NC(=O)C1(c2ccccc2)CC1(Cl)Cl (stereo not drawn)
-7% | 2.9% | O=C(CSc1nnc(-c2ccccc2)o1)N1CCc2ccccc2C1

MKP-3 inhibition | Hsp70 displacement | SMILES
· | -0.5% | O=c1c(F)cn(C2CCCO2)c(=O)n1Cc1c(Cl)cccc1Cl (stereo not drawn)
-15% | -5.3% | COc1ccc(NC(=O)c2ccc(N(C)S(C)(=O)=O)cc2)cc1OC
-4% | -6.6% | CC(=O)N=c1ncn(CC(COC(C)=O)OC(C)=O)c2nc[nH]c12 (stereo not drawn)
5% | 2.7% | O=C(Nc1cccc(F)c1)NC1CCCCC1
3% | -1.8% | Oc1ccc(N=Nc2ccc(Cl)cc2)c2cccnc12
8% | 2.2% | COC(=O)c1ccc2c(c1)C1C=CCC1C(c1cccc3ccccc13)N2 (stereo not drawn)
1% | -0.2% | O=C(Nc1ccccc1F)c1ccc(Br)o1
-4%&6% | -2.0%&2.3% | Cc1cc(Cl)ccc1OCC(=O)NCCCN1CCOCC1
-2% | 4.8% | Cc1cc2ccccc2n1CCNC(=O)c1cccs1
· | 5.0% | CCOC(=O)N1CCN(C(=O)CSCC(=O)Nc2nc(-c3cccs3)cs2)CC1
0% | · | N=c1n(-c2ccccc2)c(O)cc(=O)n1-c1ccccc1
-3% | -4.8% | O=C1CC(c2ccccc2)n2nc(NC(=O)c3ccccn3)nc2N1 (stereo not drawn)
-1% | 2.8% | CN1CCN(C(=O)c2ccc(CN3CCOCC3)cc2)CC1
3% | 2.6% | COc1ccc(Cc2nnc(Nc3ccc(C)cc3C)[nH]c2=O)cc1
· | 10% | Cc1nn(-c2ncc(C(F)(F)F)cc2Cl)c(=O)n1-c1ccccc1Cl

MKP-3 inhibition | Hsp70 displacement | SMILES
5% | 1.9% | Cn1c(=O)c2c(SCc3cccc(C(F)(F)F)c3)nc(-c3ccco3)nc2n(C)c1=O
9% | 2.3% | O=C(NC(Nc1cccc([N+](=O)[O-])c1)C(Cl)(Cl)Cl)c1cccc(I)c1 (stereo not drawn)
3% | 5.9% | CCOc1cc(/C=N/N=C2/NC(=O)CS2)cc(I)c1O
-1% | 4.3% | Cc1ccc(CN=Cc2ccc(OC3CSC3)cc2)cc1
90µM* | · | Oc1c(Br)cc(/C=N/n2c(-c3ccccc3)n[nH]c2=S)c(Br)c1O
0% | -2.5% | COc1cccc(/C=N/NC(=O)c2cc(-c3ccc4ccccc4c3)n[nH]2)c1
-3% | 1.3% | Nc1ccccc1NC(=O)c1ccccc1N
-10% | 2.5% | O=C(CSc1nnc(-c2cccc(S(=O)(=O)N3CCCCC3)c2)o1)c1ccc[nH]1
-16% | 4.6% | CCOc1ccccc1Nc1ncccc1C(=O)N1CCCC1
-5% | -0.8% | Cc1c(NC(=O)C2(c3ccccc3)CCOCC2)c(=O)n(-c2ccccc2)n1C
-2% | 2.6% | COc1ccc(N(CC(=O)N2CCc3ccccc32)S(=O)(=O)c2c(C)n[nH]c2C)cc1
0% | 1.3% | Cc1ccc(-c2ccc(OC(=O)c3ccco3)cc2)cc1
· | 3.7% | CCc1ccc(-c2cc(C(=O)Nn3cnnc3)c3ccccc3n2)cc1
1% | 5.4% | Fc1ccccc1C(c1nnnn1Cc1ccc2c(c1)OCO2)N1CCN(Cc2ccco2)CC1 (stereo not drawn)
0% | -1.3% | Cc1ccc(NC(=O)CN(c2c(C)n(C)n(-c3ccccc3)c2=O)S(=O)(=O)c2ccccc2)cc1

MKP-3 inhibition | Hsp70 displacement | SMILES
-10% | 5.2% | COc1cccc2cc(C(=O)C3=C(O)C(=O)N(CCCN(C)C)C3c3ccncc3)oc12 (stereo not drawn)
2% | 0.0% | O=C(NCCOc1ccccc1)c1ccccc1F
· | 0.4% | C1CSC2(N1)C1CC3CC2CC(C1)C31NCCS1 (stereo not drawn)
· | 7.7% | COc1cc(C2=NOC(C(=O)NCc3ccccn3)C2)cc(OC)c1OC (stereo not drawn)
-1% | 3.1% | COc1ccccc1NC(=O)CSc1nnc(Cn2c(=O)sc3ccccc32)n1C
-9% | -2.2% | Cn1nnnc1Sc1ncnc2scc(-c3ccccc3)c12
· | 1.5% | CCN(CC)S(=O)(=O)c1ccc2[nH]cc(C(=O)NCCCN3CCCCC3C)c(=O)c2c1 (stereo not drawn)
2% | -1.6% | CCOC(=O)c1c(NC(=O)/C=C/c2ccccc2)sc2c1CC(C)(C)OC2
0% | -1.0% | COc1ccc(NC(=O)NCc2cccnc2)cc1OC
-12% | -4.8% | Cc1cc(C)nc(-n2nc(C)cc2NC(=O)c2cc3ccccc3oc2=O)n1
0% | 0.7% | O=C(CSc1nnc2c(Cl)cc(C(F)(F)F)cn12)Nc1ccc2c(c1)OCO2
3% | -5.2% | CCCCn1c(SCC(=O)OCC)nc2c1c(=O)[nH]c(=O)n2C
2% | -1.6% | O=C(Nc1ccccc1C(=O)N1CCCCCC1)c1ccc(Cl)cc1
· | 2.1% | Cc1cc(=O)oc(C)c1C(=O)NCCc1ccc(F)cc1
-11% | 2.2% | O=C(CN(Cc1ccccc1)C(=O)CCC(=O)Nc1ccccn1)NCc1ccco1

# Gathered by group, the entries above with a COOH group
MKP-3 inhibition | Hsp70 displacement | SMILES
-7% | -2.6% | COc1ccc(C(CC(=O)O)NC(=O)C2CCCCC2)cc1 (stereo not drawn)
-5% | -3.5% | CCCCCOc1ccc(C(=O)NC(CCC)C(=O)O)cc1 (stereo not drawn)
-2% | -6.2% | CCOC(=O)NC(CC(=O)O)c1ccc(OC)cc1 (stereo not drawn)

# (continued)
MKP-3 inhibition | Hsp70 displacement | SMILES
-2% | 4.5% | OC(COCc1ccc(Cl)cc1)CSc1nc2ccccc2s1 (stereo not drawn)
-5% | 5.8% | Cc1cc(C(=O)CSc2nnc(-c3ccccc3)n2-c2ccccc2)c(C)n1-c1ncn[nH]1
· | 1.9% | O=C(N/N=C/c1ccc(Br)cc1)c1ccccc1-n1cccc1
2% | -0.6% | CSCCC(NC(=O)CCN1C(=O)c2ccccc2C1=O)C(=O)O (stereo not drawn)
· | -5.4% | COc1cccc(-c2ccc(C#N)c(OC(=O)c3c(Cl)cccc3Cl)n2)c1
-2% | -1.1% | Cc1ccc(S(=O)(=O)N2CCN(C(=O)CCC(=O)N3CCc4ccccc43)CC2)cc1
-7%&2% | 0.6%&-5.7% | O=C(COC(=O)c1cc2ccccc2o1)c1ccccc1
4% | -4.4% | CCOC(=O)C(C)C(O)C(=O)OCC (stereo not drawn)
0% | 2.6% | COc1ccc(N(CC(=O)Nc2ccc(Br)cc2)S(C)(=O)=O)cc1

# Not all compounds are listed. The share of hits here may be higher or lower than overall.
